Screening results as filed in PubChem.
CCHFV vOTU inh: CCHFV vOTU protease inhibitors, primary screen, biochemical, Pep-AMC substrate, fluorescence. Crimean-Congo hemorrhagic fever virus L polyprotein viral ovarian tumor (vOTU) protease …. inhibition, % at 11.5 µM. actives 0.55% (n = 370,000). AID 651958, 2012; in the data active means inhibition above about 30%; further: 0% = vehicle wells with enzyme and 100% = no enzyme wells
Rv3671c protease: Rv3671c serine protease inhibitors, primary screen, biochemical, fluorescence polarization, M. tuberculosis H37Rv; inhibition, % at 5.96 µM; actives 0.048% (n = 320,000); AID 2606, 2010; in the data active means inhibition above about 38%;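 further: extracellular domain of Rv3671c used as enzyme; 0% = enzyme with DMSO and 100% = no enzyme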
Target sequence (P9WHR9 whole entry, looked up, the tested form may be a part): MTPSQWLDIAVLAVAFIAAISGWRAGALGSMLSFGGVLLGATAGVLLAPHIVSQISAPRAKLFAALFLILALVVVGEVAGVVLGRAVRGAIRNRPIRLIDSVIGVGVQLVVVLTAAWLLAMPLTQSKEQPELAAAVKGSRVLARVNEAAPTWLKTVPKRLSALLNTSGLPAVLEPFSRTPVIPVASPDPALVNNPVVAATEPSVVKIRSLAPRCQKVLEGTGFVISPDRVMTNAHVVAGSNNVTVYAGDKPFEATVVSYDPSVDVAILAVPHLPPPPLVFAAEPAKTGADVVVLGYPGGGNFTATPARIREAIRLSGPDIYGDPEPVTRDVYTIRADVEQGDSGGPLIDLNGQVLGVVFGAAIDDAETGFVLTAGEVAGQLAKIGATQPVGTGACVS
TcdB inh: TcdB glycohydrolase inhibitors, primary screen, biochemical, single point, plate reader; actives 0.24% (n = 350,000); TcdB glycohydrolase enzymatic assay; inhibition, % at 9.99 µM; in the data active means inhibition above about 10%
Vc quorum ag: inducers of Vibrio cholerae quorum light production without autoinducers, primary screen, BH1578 luxS cqsA deficient, single point | V. cholerae BH1578 lux reporter, luminescence, 6 h | activation, % at 18.7 µM | actives 0.16% (n = 350,000) | AID 588436, 2011; in the data active means activation mostly above about 9.7%, no sharp cut-off; further: not every result past the cut was called active; inactives centre near 0; reference of the scale not given here
VHR inh abs: VHR1 phosphatase inhibitors, primary screen, biochemical, absorbance, uHTS. Dual specificity protein phosphatase 3 (Homo sapiens), P51452. AID 1654, 2009. inhibition, % at 13.3 µM. recombinant VHR phosphatase, pNPP absorbance. actives 0.52% (n = 290,000); in the data active means inhibition above about 50%; further: some compounds called inactive have numbers as strong as hits
Target sequence (P51452 whole entry, looked up): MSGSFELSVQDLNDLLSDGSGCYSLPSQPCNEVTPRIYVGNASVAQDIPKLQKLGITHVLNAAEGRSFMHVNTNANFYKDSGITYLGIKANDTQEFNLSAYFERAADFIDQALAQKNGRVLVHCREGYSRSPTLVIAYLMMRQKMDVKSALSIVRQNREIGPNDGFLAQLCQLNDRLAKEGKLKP
MazEF act: activators of E. coli MazEF toxin-antitoxin RNase, primary screen, biochemical, fluorescence, uHTS; actives 0.32% (n = 350,000); AID 504720, 2011; Endoribonuclease toxin MazF (Escherichia coli (strain K12)), P0AE70; activation, % at 20 µM; FAM/BHQ RNA-DNA oligo cleavage fluorescence, 5 h; in the data active means activation above about 50%
Target sequence (P0AE70 whole entry, looked up): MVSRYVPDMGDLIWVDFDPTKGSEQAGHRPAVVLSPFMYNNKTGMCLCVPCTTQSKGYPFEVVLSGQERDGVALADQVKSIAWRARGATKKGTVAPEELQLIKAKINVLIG
SSB-PriA inh: inhibitors of Klebsiella pneumoniae PriA binding to SSB C-terminal tail, primary screen, biochemical, AlphaScreen. AID 1272365, 2023. PriA–SSB C-terminal tail interaction (Klebsiella pneumoniae). actives 0.6% (n = 430,000). AlphaScreen SSBct-PriA binding, biotinylated peptide. inhibition, % at 33 µM; in the data active means inhibition mostly above about 37%, no sharp cut-off; inactive means mostly below about 20%;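 further: plate controls were negative control peptide for no effect and reference peptide for full effect; strong numbers were not always called active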
Yp Topo-I inh: Yersinia pestis topoisomerase I inhibitors, primary screen, biochemical, cleavage product accumulation, plate reader, single point; Y. pestis Topo-I cleavage product accumulation; activity, % at 10 µM; actives 0.064% (n = 360,000); AID 504884, 2011; in the data active means activity above about 50%, passing the limit was not always enough; further: inactives centre near 2
PrPC TRFRET: inhibitors of human cell surface prion protein PrPC, primary screen, cell-based, TR-FRET. TR-FRET read-out. Major prion protein (Homo sapiens), P04156. AID 720596, 2013. actives 0.43% (n = 370,000). inhibition, % at 13.8 µM; in the data active means inhibition above about 24%; further: 0% = median of the test wells and 100% = reference compound wells
3CLpro inhibitor: SARS-CoV 3CLpro protease inhibitors, primary screen, biochemical, quenched FRET. actives 0.14% (n = 290,000). Replicase polyprotein 1ab (Severe acute respiratory syndrome coronavirus), P0C6X7. recombinant SARS-CoV 3CLpro, quenched FRET peptide cleavage. inhibition, % at 6 µM. AID 1706, 2009; in the data active means inhibition above about 12%
Starred values were filed as active, the others as inactive; i = inactive; . = no result given.

entry	SMILES	CCHFV vOTU inh	Rv3671c protease	TcdB inh	Vc quorum ag	VHR inh abs
1	CC(CNCC1CCCO1)COc1ccccc1 (stereo unspecified)	0	4	.	0.4	15
2	CC1CC(=S)Nc2ccccc2N1Cc1ccccc1 (stereo unspecified)	0	3	.	-0.3	3
3	C/C(CC(=O)NCc1ccccc1)=N\NC(N)=S	0	-2	-0.1	i	16
4	COc1ccc(/C=N/NC(=O)Cn2cnc3c2c(=O)n(C)c(=O)n3C)cc1	1	-2	-4.2	i	19
5	COc1c(C)cc(C(=O)C2CCCN(S(=O)(=O)N(C)C)C2)cc1C (stereo unspecified)	0	2	-0.6	i	6
6	COc1ccc(CC(=O)NCc2n[nH]c(=S)n2-c2ccc(Br)cc2)cc1	4	-2	0.7	-0.5	6
7	Cn1c(=O)[nH]c(=O)c2c1nc(SCC(=O)O)n2CCc1ccccc1	-6	1	.	-0.6	-14
8	CCc1ccc(NC(=O)C2CCC(CNC(=O)[C@@H]3Cc4ccccc4CN3)CC2)cc1 (stereo partly specified)	-3	-9	0.8	-0.8	-27
9	Cc1ccccc1Cn1cc(S(=O)(=O)CC(=O)Nc2nccs2)c2ccccc21	23	-10	.	-3.6	-5
10	CCCN(C(=O)Cc1coc2cc(C)c(C)cc12)c1c(N)n(Cc2ccccc2)c(=O)[nH]c1=O	12	-8	0.0	0.7	.
11	CC(C(=O)NCc1ccc(F)cc1)n1ccc2cc(S(=O)(=O)N3CCCC3)ccc21 (stereo unspecified)	14	5	-0.1	0.5	7
12	CC1CCc2sc(-c3n[nH]c(=S)o3)cc2C1 (stereo unspecified)	-60	0	4.0	-0.3	6
13	Cc1nn(-c2cccc(C(F)(F)F)c2)c(Cl)c1/C=N/n1cnnc1	0	3	.	0.9	22
14	CCN(CC)C(=O)[C@H]1C[C@H](CC(=O)NCCCOC)C(=O)N2CCc3c([nH]c4cc(-c5ccco5)ccc34)[C@]12C	-23	.	0.9	i	.
15	O=C(Nc1ccccc1Cl)C1CC(=O)N(c2ccccc2)C1 (stereo unspecified)	-16	0	1.1	0.2	-5

entry	MazEF act	SSB-PriA inh	Yp Topo-I inh	PrPC TRFRET	3CLpro inhibitor
1	2	-7	2	3	1
2	1	26	17	7	-1
3	2	.	-10	0	5
4	6	i	-6	3	-1
5	1	-12	14	-3	5
6	-4	3	6	3	1
7	10	-9	9	-3	-2
8	-44	-2	19	-5	-3
9	2	9	27	4	9
10	2	-18	5	-3	.
11	-1	-18	22	-2	1
12	-2	6	1	-1	4
13	3	.	1	-4	4
14	-3	14	29	0	.
15	6	-13	7	-4	-1

Additional records
entry	SMILES	CCHFV vOTU inh	Rv3671c protease	TcdB inh	Vc quorum ag	VHR inh abs
16	Cc1ccc(NC(=O)CSCC(=O)N(C)CC(=O)Nc2c(C)cccc2C)cc1	-1	.	0.9	-2.9	.
17	O=C1CN(C(=O)COC(=O)CCC(=O)c2ccc3c(c2)OCCO3)c2ccccc2N1	15	5	.	4.5	18
18	O=C(Nc1ccc(N2CCOCC2)c(Cl)c1)c1ccc(F)cc1	-11	-6	17*	0.0	13
19	C/C(=N\NC(=O)Cn1cc([N+](=O)[O-])cn1)c1ccco1	-5	-4	-1.3	-0.9	16
20	O=C(O)C1C2C=CC(C2)C1C(=O)NCc1ccc(Cl)c(Cl)c1 (stereo unspecified)	-15	4	1.0	-0.3	-13
21	Cc1cc(CN(C)Cc2ccc(OCC(O)CN(C)Cc3ccccc3)cc2)on1 (stereo unspecified)	12	-6	-5.8	2.3	-1
22	CCN1C(=O)[C@H]2[C@@H](c3ccc(-c4ccc(C(C)=O)cc4)cc3)N3CCCC[C@@]3(C(=O)OC)[C@H]2C1=O	-3	-8	0.6	i	.
23	O=C(NCC(=O)N(c1ccccc1)C(C(=O)NC1CCCCC1)c1cccnc1)c1ccco1 (stereo unspecified)	18	6	-1.2	-0.3	-12
24	CCc1ccc(C(=O)OCC(=O)Nc2c(C)n(C)n(-c3ccccc3)c2=O)cc1	22	.	-3.9	-0.8	.
25	CCC1CCCCN1C(=O)c1ccc2c(c1)C(=O)N(c1ccc(C)cc1)C2=O (stereo unspecified)	10	-7	0.1	-0.3	7
26	Cc1ccc(NC(=O)CN2C(=O)NC3(CCCCC3C)C2=O)cc1S(=O)(=O)N1CCCCC1 (stereo unspecified)	-7	-1	1.6	i	.
27	CC(C)CC(NS(=O)(=O)c1cccc(C(=O)O)c1)C(=O)O (stereo unspecified)	-4	7	1.6	i	2
28	COc1ccc(N2C(=O)C(Cl)=C(NCc3ccccc3)C2=O)cc1	11	-11	.	0.3	22
29	O=C(COc1ccccc1Cl)NCCNC(=O)c1cnccn1	-5	3	0.0	-0.4	26
30	CN(CCc1ccccn1)C(=O)CCC1CCCN(C(=O)NC2CCCCC2)C1 (stereo unspecified)	-16	-4	1.4	i	14

entry	MazEF act	SSB-PriA inh	Yp Topo-I inh	PrPC TRFRET	3CLpro inhibitor
16	-2	.	-3	0	.
17	6	-9	1	2	-2
18	12	-3	3	4	0
19	11	.	-2	-5	-1
20	-3	-14	-5	6	6
21	6	4	2	1	-3
22	-4	-7	8	2	.
23	6	4	4	5	2
24	-1	.	0	9	.
25	0	9	26	-5	-3
26	1	11	13	4	.
27	-2	-12	-7	1	3
28	1	11	12	-2	2
29	9	-10	4	-1	0
30	-3	-10	1	9	1

Part of the list above, screen by screen:
24: CCc1ccc(C(=O)OCC(=O)Nc2c(C)n(C)n(-c3ccccc3)c2=O)cc1
25: CCC1CCCCN1C(=O)c1ccc2c(c1)C(=O)N(c1ccc(C)cc1)C2=O (stereo unspecified)
26: Cc1ccc(NC(=O)CN2C(=O)NC3(CCCCC3C)C2=O)cc1S(=O)(=O)N1CCCCC1 (stereo unspecified)
27: CC(C)CC(NS(=O)(=O)c1cccc(C(=O)O)c1)C(=O)O (stereo unspecified)

| Assay by compound | 24 | 25 | 26 | 27 |
| --- | --- | --- | --- | --- |
| CCHFV vOTU inh | 22 | 10 | -7 | -4 |
| Rv3671c protease | . | -7 | -1 | 7 |
| TcdB inh | -3.9 | 0.1 | 1.6 | 1.6 |
| Vc quorum ag | -0.8 | -0.3 | i | i |
| VHR inh abs | . | 7 | . | 2 |
| MazEF act | -1 | 0 | 1 | -2 |
| SSB-PriA inh | . | 9 | 11 | -12 |
| Yp Topo-I inh | 0 | 26 | 13 | -7 |
| PrPC TRFRET | 9 | -5 | 4 | 1 |
| 3CLpro inhibitor | . | -3 | . | 3 |

(further entries)
entry	SMILES	CCHFV vOTU inh	Rv3671c protease	TcdB inh	Vc quorum ag	VHR inh abs
31	COc1cc(/C=N/NC(=O)C(N)=O)ccc1OC(=O)c1cccs1	15	-7	-1.4	-0.5	20
32	CC1CCN(C(=S)Nc2ccc(F)cc2)CC1	0	-4	.	-0.5	-13
33	O=C(Nc1ccc2nc3n(c(=O)c2c1)CCCCC3)c1cc([N+](=O)[O-])ccc1F	8	-11	2.1	-0.3	6
34	Cc1ccc(C(C)(C)C)cc1S(=O)(=O)Nc1cccc(S(=O)(=O)NC2=NCCC2)c1	7	-3	.	i	-2
35	O=C(Nc1ccccc1C(=O)O)c1cccc(F)c1	5	-2	.	-0.7	.
36	O=C(COC(=O)c1ccccn1)Nc1ccccc1OC(F)F	1	0	-2.3	i	10
37	CC(Oc1ccccc1)c1ccnc(N)n1 (stereo unspecified)	-9	2	0.7	i	-13
38	CCc1ccccc1N(CC(=O)N1CCN(c2ccc(F)cc2)CC1)S(C)(=O)=O	0	-1	0.8	-0.6	4
39	CCN(C(=O)COC(=O)COc1ccc2c(C)cc(=O)oc2c1)C1CCS(=O)(=O)C1 (stereo unspecified)	-8	-12	2.2	-0.7	22
40	COc1ccccc1NC(=O)c1ccc(NC(=O)CN(C)Cc2ccccc2F)cc1	-9	-11	0.8	-0.3	17
41	C=CCN(c1ccccc1)S(=O)(=O)c1cccc(C(=O)N2CCN(c3ncccn3)CC2)c1	7	2	-0.1	i	.
42	Cc1cc(C)nc(SCc2nnc(SCC#N)n2-c2cccc(Cl)c2)n1	-8	3	-2.9	10	12
43	O=C(NCc1ccco1)C(c1ccncc1)N(C(=O)Cc1cccs1)c1ccccc1 (stereo unspecified)	-1	-4	1.0	-2.1	23
44	CCOC(=O)c1cc(C(C)(C)C)nc(SC)c1C#N	3	5	1.3	-0.3	4
45	COc1cc(CN2CCCCC2C(=O)Nc2ccc(Oc3ccccc3)nc2)ccc1O (stereo unspecified)	13	-5	-15	.	14

entry	MazEF act	SSB-PriA inh	Yp Topo-I inh	PrPC TRFRET	3CLpro inhibitor
31	-8	.	-5	-6	1
32	-9	-1	3	1	-3
33	5	4	3	-26	6
34	5	4	5	6	-1
35	1	-22	-2	-5	2
36	2	-13	-11	4	-1
37	7	-27	5	-9	4
38	-5	-6	5	-5	9
39	5	-9	4	2	4
40	4	-15	33	-3	2
41	1	9	30	11	.
42	2	-4	7	15	-4
43	7	-15	13	6	-4
44	0	-43	4	-3	0
45	3	-4	2	3	-10

The listing continues.
entry	SMILES	CCHFV vOTU inh	Rv3671c protease	TcdB inh	Vc quorum ag	VHR inh abs
46	CCOC(=O)CCC(NC(=O)c1ccc(Nc2nc3ccccc3nc2C(=O)OCC)cc1)C(=O)OCC (stereo unspecified)	-4	.	1.3	i	.
47	CCCCC1(C(=O)OCC)NC(c2ccc(O)cc2)C2C(=O)N(c3ccccc3)C(=O)C21 (stereo unspecified)	-11	3	0.3	-0.5	20
48	CCOC(=O)C1CCCN(C(=O)c2ccc(OC)c(OC)c2)CC1 (stereo unspecified)	12	.	0.7	-0.7	.
49	COc1ccc(/C=C/C(=O)N(Cc2cccs2)C2CCS(=O)(=O)C2)cc1 (stereo unspecified)	11	-4	0.8	0.8	-8
50	CCCCn1cnc2c([nH]c3cc(OC)ccc32)c1=O	-3	-8	.	i	20
51	COc1cc([N+](=O)[O-])cc(/C=N/NC(=O)C(C)Nc2cccc(C)c2)c1O (stereo unspecified)	5	10	0.3	-0.3	21
52	Cc1cc(Cl)c2oc(C(=O)N(C)CCc3cnn(C)c3)c(C)c2c1	14	-12	0.8	-0.3	14

entry	MazEF act	SSB-PriA inh	Yp Topo-I inh	PrPC TRFRET	3CLpro inhibitor
46	6	-10	0	2	.
47	6	13	-1	-5	-3
48	.	.	-1	9	.
49	3	-16	6	-6	-1
50	6	-14	-4	5	2
51	4	.	-4	-5	2
52	1	-1	16	-1	-1

Arranged by number of heavy atoms (largest number first): 3 of the compounds above.
entry	SMILES	CCHFV vOTU inh	Rv3671c protease	TcdB inh	Vc quorum ag	VHR inh abs
47	CCCCC1(C(=O)OCC)NC(c2ccc(O)cc2)C2C(=O)N(c3ccccc3)C(=O)C21 (stereo unspecified)	-11	3	0.3	-0.5	20
51	COc1cc([N+](=O)[O-])cc(/C=N/NC(=O)C(C)Nc2cccc(C)c2)c1O (stereo unspecified)	5	10	0.3	-0.3	21
52	Cc1cc(Cl)c2oc(C(=O)N(C)CCc3cnn(C)c3)c(C)c2c1	14	-12	0.8	-0.3	14

entry	MazEF act	SSB-PriA inh	Yp Topo-I inh	PrPC TRFRET	3CLpro inhibitor
47	6	13	-1	-5	-3
51	4	.	-4	-5	2
52	1	-1	16	-1	-1

Not all compounds are listed. The share of hits here may be higher or lower than overall.
